Assay outcomes from PubChem.
PfHsp90 yeast 2 = growth inhibition of PfHsp90-expressing yeast, primary screen, antimalarial PfHsp90 inhibitor project, S. cerevisiae, BacTiter-Glo luminescence, single point, set 2; AID 504621, 2011; BacTiter-Glo ATP, 48 h; yeast lacking PDR1 and PDR3 efflux regulators; inhibition, % at 9.4 µM; 310,000 compounds, 0.32% hits;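 active means every replicate shows inhibition above about 80%, whatever the replicate mean, limit read from the data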;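 further: 0% = DMSO neutral controls and 100% = 20 µM radicicol positive controls; yeast relying on Plasmodium falciparum Hsp90 in place of its own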
E coli growth = E. coli V3065 growth inhibition, primary screen, counter-screen for AddAB inhibitor project, absorbance, OD600. 330,000 compounds, 0.27% hits. 18 h. inhibition, % at 11.9 µM;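 active means inhibition above the campaign's mean inhibition across all tested compounds plus 3 SD, cut at about 9.9% in these data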;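 further: uninfected addAB+ strain grown without phage in ampicillin broth; 0% = DMSO wells and 100% = ciprofloxacin 0.95 µg/ml wells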
OPRM1-OPRD1 inv = inverse agonists of MOR-DOR heterodimerization, primary screen, cell-based, luminescence; Mu-type opioid receptor (Homo sapiens) + Delta-type opioid receptor (Homo sapiens), …; cell-based MOR-DOR heterodimer luminescence, inverse agonism; inhibition, % at 9.3 µM; 340,000 compounds, 0.21% hits; in the data active means inhibition above about 22%, passing the limit was not always enough;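 further: 0% = cells with DMSO and 100% = wells without cells with DMSO; values of inactives mirror those of a sister screen read the other way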
Target sequence (P35372 whole entry, looked up): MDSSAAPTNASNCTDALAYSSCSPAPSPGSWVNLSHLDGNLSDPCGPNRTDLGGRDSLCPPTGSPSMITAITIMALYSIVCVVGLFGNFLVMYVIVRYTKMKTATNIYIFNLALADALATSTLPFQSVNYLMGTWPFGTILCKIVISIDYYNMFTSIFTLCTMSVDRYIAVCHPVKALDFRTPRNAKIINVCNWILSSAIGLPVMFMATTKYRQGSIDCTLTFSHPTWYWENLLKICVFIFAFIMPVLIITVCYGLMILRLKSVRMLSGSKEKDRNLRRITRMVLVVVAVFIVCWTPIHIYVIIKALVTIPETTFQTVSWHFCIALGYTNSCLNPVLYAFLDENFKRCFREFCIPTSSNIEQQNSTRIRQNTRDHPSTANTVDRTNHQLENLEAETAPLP
Target sequence (P41143 whole entry, looked up): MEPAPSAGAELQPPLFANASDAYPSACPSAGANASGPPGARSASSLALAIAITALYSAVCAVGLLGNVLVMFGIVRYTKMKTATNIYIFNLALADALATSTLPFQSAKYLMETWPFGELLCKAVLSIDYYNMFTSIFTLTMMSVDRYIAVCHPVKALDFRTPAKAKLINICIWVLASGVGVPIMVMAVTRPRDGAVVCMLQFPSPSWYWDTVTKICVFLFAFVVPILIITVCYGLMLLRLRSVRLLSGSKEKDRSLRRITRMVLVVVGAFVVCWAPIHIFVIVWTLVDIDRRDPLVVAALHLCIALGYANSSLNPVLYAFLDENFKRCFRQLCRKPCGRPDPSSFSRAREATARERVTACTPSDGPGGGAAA
AddAB inh = growth inhibition of E. coli expressing H. pylori AddAB, primary screen, AddAB inhibitor project, absorbance. 330,000 compounds, 0.29% hits. inhibition, % at 11.9 µM; in the data active means inhibition above about 12%;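 further: 0% = vehicle wells of infected cells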
Arrestin-AP2 inh = inhibitors of beta-arrestin/AP2 binding, primary screen, biochemical, GPCR trafficking, flow cytometry; AID 504490, 2011; 340,000 compounds, 0.31% hits; FITC-arrestin peptide / GST-AP2 beads; AP2 beta2 appendage carries R879A mutation; beta-arrestin 1 C-terminal peptide binding to AP2 beta2-adaptin appendage (human); inhibition, % at 10 µM;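 active means inhibition above a set limit, near 3 SD of compounds lacking own fluorescence, cut at about 54% in these data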;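 further: plate controls were DMSO wells for no effect and 5 µM unlabelled arrestin peptide for full effect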
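Material – AP2 appendage R879A on GSH beads · Buffer or medium – PBS with 0.05% Tween 20 and 0.1% BSA · Probe or stimulus – fluorescein-tagged arrestin peptide at 50 nM final · Incubation – compound with beads 12 min RT, then probe 1 h RT · Detection – high-throughput flow cytometry of beads, ex 488, em 535 nm · Evaluation – percent response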
OPRM1-OPRD1 ag = agonists of OPRM1-OPRD1 heterodimerization, primary screen, cell-based, luminescence; Mu-type opioid receptor (Homo sapiens) + Delta-type opioid receptor (Homo sapiens), …; cells; activation, % at 9.3 µM; 340,000 compounds, 0.3% hits; in the data active means activation above about 18%;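 further: 0% = vehicle-treated cells and 100% = reference agonist; values of inactives mirror those of a sister screen read the other way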
PKA-R1A activ = activators of PKA-R1A holoenzyme, primary screen, biochemical, fluorescence polarization, Cy5-IP20, bovine R1A, mouse PKAc. cAMP-dependent protein kinase type I-alpha regulatory subunit (Bos taurus) + …. PKA-R1A dissociation; scaled: DMSO 0%, 113 µM cGMP 100%. activation, % at 11.4 µM. 340,000 compounds, 0.083% hits. AID 504707, 2011;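 active means percent activation above the mean of all tested compounds plus 3 SD, cut at about 19% in these data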;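 further: higher means more PKAc released from R1A so a rise in polarization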
SUMO Mot1 rescue = yeast Mot1-301 growth rescue at high temperature, primary screen, SUMOylation pathway inhibitor project, S. cerevisiae, ATP luminescence, 38.5C. S. cerevisiae Mot1-301 growth rescue; percent above DMSO median, 100 means doubled. growth rescue, % at 18.8 µM. 320,000 compounds, 1% hits. AID 2716, 2010;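 active means every valid replicate shows activation above 250% relative to neutral control wells; inactive means the rest, any valid replicate at or below 250%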;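 further: OY570 slx delta 5 strain wells were the positive control but not used for scaling; some compounds called inactive have numbers as strong as hits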
phage Ecoli inh = growth loss of phage-infected E. coli, primary screen, RecBCD inhibitor project, absorbance, with phage, HTS; inhibition, % at 11.9 µM; 360,000 compounds, 0.26% hits; AID 651602, 2012; in the data active means inhibition above about 11%
Tat transport = E. coli Tat export inhibitors, primary screen, MC4100, TorA-mCherry reporter, fluorescence, single point; inhibition, % at 10 µM; AID 488895, 2010; 340,000 compounds, 0.036% hits;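 active means mean replicate inhibition at least 50% and at least half of replicates individually reaching 50%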;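 further: exported cargo escapes ClpAP degradation while cytoplasmic cargo is degraded and loses fluorescence; 0% = median of neutral control wells and 100% = median of NaSCN control wells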
DSG3 Ab inh = inhibitors of pemphigus antibody binding to DSG3, primary screen, biochemical, bead-based, flow cytometry, scFv-GFP | binding (percent of control), % at 10 µM | Desmoglein-3 (Homo sapiens), P32926 | 310,000 compounds, 0.48% hits | DSG3-coupled beads, scFv-anti-DSG3-GFP binding; active compounds read low;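 active means binding more than 3 SD below its plate's average and above zero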;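 further: hits lower antibody fragment binding to DSG3; some compounds called inactive have numbers as strong as hits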
The depositor's hits bear a star; x = no result given.

Each structure is followed by: Tat transport	OPRM1-OPRD1 inv	SUMO Mot1 rescue	E coli growth	AddAB inh	DSG3 Ab inh	phage Ecoli inh	Arrestin-AP2 inh	PKA-R1A activ	PfHsp90 yeast 2	OPRM1-OPRD1 ag
> COc1ccc(OCC(=O)Nc2c3c(nn2C(C)(C)C)CSC3)cc1
    -4.4	9.3	2.3	0.1	1.4	104.7	2.5	-26.4	-3.2	-20.2	-2.0
> O=c1c2ccccc2ncn1-c1ccc(Cl)cc1Cl
    x	x	747.2*	-1.1	3.3	106.3	4.5	7.9	x	x	x
> CN(CCc1ccccn1)C(=O)CCC1CCCN(C(=O)c2c3c(nn2C)CCCC3)C1 (centres undefined)
    -1.6	-6.2	143.0	-3.3	1.1	98.5	2.0	22.1	5.9	-9.5	1.2
> COc1ccc(CN2CCN(CCSc3ccc(C)cc3)CC2)c(OC)c1OC
    5.7	4.2	37.5	-1.6	2.0	111.1	-3.5	25.3	-8.0	-0.3	-0.9
> CCN1CCN(S(=O)(=O)c2ccc(Cl)c(C(=O)N(C)Cc3ccccc3)c2)CC1
    -6.4	10.2	-15.6	-1.4	-1.6	107.5	1.4	8.3	0.2	4.3	-2.4
> CCN(CC)S(=O)(=O)c1cccc(C(=O)NNC(=O)c2ccc3[nH]c(=O)c(=O)[nH]c3c2)c1
    4.6	2.7	4.5	-1.9	-0.8	91.7	3.5	17.2	0.2	0.9	-0.5
> Cc1ccc(S(=O)(=O)/N=C/c2cc(Br)ccc2O)cc1
    -0.1	15.3	-50.5	0.4	1.5	99.3	1.9	2.7	-13.5	4.9	-3.0
> CN(C)CC1CCCCC1C1(O)c2ccccc2CSc2sccc21 (centres undefined)
    -6.1	-0.8	12.9	-4.1	0.2	x	2.2	25.8	-2.7	19.3	0.1
> OCC1(CCCc2ccccc2)CCN(Cc2cc(F)ccc2F)CC1
    -2.0	-14.6	9.8	0.3	3.0	93.9	3.4	0.8	2.8	13.5	3.0
> O=S(=O)(c1ccc2c(c1)OCCO2)N1CCN(c2nc3ccccc3s2)CC1
    2.5	20.9	-4.0	-0.6	3.4	119.4	1.7	17.2	1.1	7.2	-4.5
> COc1ccc(N2C(=O)CC(NC3CCCCNC3=O)C2=O)cc1 (centres undefined)
    1.4	12.7	-3.2	-1.8	1.5	121.6	2.1	-12.3	-13.5	40.7	-3.1
> Cc1ccccc1CNCCCSc1ncccn1
    -11.9	8.0	-5.7	1.0	2.8	107.1	2.0	7.7	-3.8	-7.4	-1.7
> Cn1ccnc1SCC(=O)Nc1cccc([N+](=O)[O-])c1
    1.0	13.0	x	1.1	2.5	106.4	1.4	28.9	6.3	2.8	-2.6
> CCn1c(=N)n(CC(O)c2ccccc2)c2ccccc21 (centres undefined)
    4.0	-5.5	-6.0	-1.4	0.3	99.7	-0.4	34.0	-6.3	-17.6	0.9
> COc1ccc2sc(NCc3ccccc3)nc2c1
    1.1	13.2	4.6	-0.6	-0.6	104.2	0.5	-0.8	-4.3	-19.1	-2.5
> O=c1oc2ccc(Cl)cc2nc1/C=C(\O)c1cccs1
    -3.8	1.3	4.0	0.7	-0.5	x	-1.4	32.6	-0.9	-2.6	-0.3
> Cc1cccc(C)c1NC(=O)CN(C)CC(=O)Nc1ccccc1Br
    -4.0	8.7	2.7	0.5	1.8	92.0	2.0	0.4	-5.0	0.0	-1.5
> Cc1ccc(C)c(OCCC(=O)Nc2ccc3c(c2)OCO3)c1
    13.6	-4.0	12.0	0.2	1.2	110.9	0.9	-9.4	-3.1	x	1.0
> COc1ccc(S(=O)(=O)NNC(=O)c2sccc2-n2cccc2)cc1
    0.3	2.3	2.8	0.2	0.3	96.1	2.0	-12.8	6.7	-5.4	-0.5
> CCOC(=O)C(C)Sc1nnc2c3ccccc3n(C)c2n1 (centres undefined)
    -2.1	16.8	-9.4	-2.0	-0.3	119.1	2.9	-3.7	-6.5	14.1	-3.5
> O=C(Nc1c(C(=O)Nc2cccc3ccccc23)cnn1-c1ccccc1)c1ccco1
    0.2	2.8	-4.6	-3.6	-1.9	105.8	1.0	1.2	-2.5	10.2	-0.5
> COc1cc(CNCc2cccnc2)ccc1OCc1ccccc1
    0.9	2.7	40.0	1.1	0.8	98.0	0.9	-10.4	-11.4	-21.6	-0.5
> O=C1CCCC/C1=C\Nc1ccccc1C(=O)O
    3.8	6.9	616.0	-0.2	-1.1	100.8	3.3	10.5	-1.1	-4.6	-1.4
> CC1CCCCN1C/C=C/c1ccccc1[N+](=O)[O-] (centres undefined)
    2.0	5.8	-4.5	2.6	1.4	102.5	3.6	0.4	8.6	2.0	-1.1
> COc1cccc(Nc2nnc(SCC(=O)N3CCOCC3)s2)c1
    1.8	-0.2	x	4.3	-0.3	106.2	2.6	10.9	-0.8	-3.9	0.0
> CCN(CC(=O)Nc1ccc2c(c1)OCCO2)CC(=O)Nc1ccc2c(c1)OCO2
    1.7	6.7	244.9	1.7	1.1	113.3	1.3	9.0	-10.2	8.1	-1.4
> Cc1cnc(NS(=O)(=O)c2ccccc2)c(Br)c1
    -5.3	2.8	12.7	-0.6	0.7	109.4	6.5	9.7	-5.0	-17.4	-0.5
> O=C(CSc1cccc[n+]1[O-])Nc1ccc2c(c1)OCCO2
    -1.2	0.4	-11.1	-2.2	0.7	96.9	3.4	7.3	-2.5	11.8	-0.1
> COc1ccc(S(=O)(=O)NCC(=O)N(CC(=O)NCC2CCCO2)Cc2ccccc2)cc1 (centres undefined)
    -11.7	6.2	166.3	-0.1	1.1	99.2	0.1	-6.3	8.5	9.6	-0.9
> COc1ccc(C(=O)CC(=O)C(=O)Nc2ccc(C)cc2Cl)cc1
    -1.8	3.1	-0.4	-5.1	-2.6	103.1	-1.3	33.3	-12.2	10.9	-0.7
> CNC(=O)CSc1ncnc2c1cnn2-c1ccccc1
    -5.2	11.3	-13.9	-1.4	-1.2	122.1	1.8	3.3	-11.2	0.2	-2.4
> Cc1ccnc(N2CCCC(C(=O)Nc3ccc(C)c(C)c3)C2)n1 (centres undefined)
    -4.0	-0.7	103.0	-2.0	1.2	111.1	2.2	21.6	-4.0	-9.4	0.1
> CC(=O)c1ccc(NC(=O)CSc2ccc(-c3ccco3)nn2)cc1
    -1.6	9.8	-11.9	0.4	-0.6	102.9	4.7	0.9	-12.6	1.7	-1.8
> CCOC(=O)C1=C(C)NC2=C(C(=O)C(C(=O)OCC)C(c3ccc(OC)cc3)C2)C1c1ccccn1 (centres undefined)
    -7.7	-2.7	10.6	-1.6	2.0	108.9	-0.2	5.3	-7.0	9.6	0.7
> CC1=CC(=C(C#N)C#N)c2ccccc2N1C
    -6.7	-12.8	-7.1	0.1	1.7	116.8	0.6	12.8	-12.7	-14.2	2.5
> CC(=O)c1c(C)[nH]c(C(=O)COC(=O)Cc2ccccc2F)c1C
    4.5	-7.1	-3.1	3.3	2.0	x	1.5	-10.6	-10.2	20.8	1.8
> CC12CCC(c3c(C(=O)O)nn(-c4ccccc4)c31)C2(C)C (centres undefined)
    5.9	-12.4	-4.8	-0.7	-0.4	100.6	2.8	4.3	-10.6	8.6	2.0
> Cc1nc2nc(SCC(=O)NCCCN3CCCCCC3)nn2c(C)c1Cc1ccccc1Cl
    0.5	18.5	-15.3	-1.9	2.1	104.9	3.0	-13.8	-13.5	11.7	-3.6
> O=C(C[C@H]1C/C=C\C[C@@H](Cc2ccc(F)cc2)C(=O)OC[C@H]2CCCN2C1=O)N[C@H](CO)Cc1ccccc1
    1.9	0.5	-7.0	2.4	1.2	97.8	1.4	x	-2.7	-0.1	-0.1
> Cc1onc(-c2ccccc2)c1C(=O)NC1CC1
    9.9	-14.3	x	x	x	116.7	6.7	2.9	-9.7	x	2.2
> Nc1ccn(CC(=O)N[C@H](CO)Cc2c[nH]c3ccccc23)c(=O)n1
    6.2	16.4	-2.0	-0.9	1.1	95.4	5.3	8.7	-6.3	12.3	-2.9
> CCCCn1c(N)c(N(C)C(=O)c2c(C)nn(-c3ccccc3)c2C)c(=O)[nH]c1=O
    3.8	16.4	8.4	1.6	3.2	x	1.4	-14.7	-3.5	-0.3	-4.2
> NNC(=O)c1cc2ccccc2[nH]1
    1.2	-13.3	-11.2	0.8	0.5	105.0	3.1	5.1	0.7	-4.6	2.8
> Fc1cccc(/C=N/NC(=S)Nc2ccccc2Cl)c1
    -13.0	-12.1	183.8	0.8	4.6	100.1	0.4	44.0	-4.7	-1.9	2.1
> O=C([C@H](O)c1ccccc1)N1CCC[C@H]1CO
    1.4	12.3	-17.7	-2.8	-2.8	103.6	4.2	-11.9	7.1	-3.9	-1.8
> CC(=O)c1c(C)oc2ccc(NS(=O)(=O)c3ccc(O)c(C(=O)O)c3)cc12
    -4.6	7.0	-10.9	0.2	-0.7	103.7	3.0	14.0	-7.5	-5.1	-1.3
> CN(C)CCCN=Cc1c(O)n(Cc2ccccc2)c(=O)c2ccccc12
    -2.4	9.1	-15.8	-1.4	1.5	117.2	3.6	-2.5	7.6	-10.1	-2.0
> COc1ccc(NC(=S)NC(=O)c2cncc(Br)c2)c(OC)c1
    -9.0	9.8	8.5	0.5	-0.3	94.4	-0.5	0.3	-4.7	-28.0	-2.2
> COC(=O)c1ccc(NC(=O)C2CC2)o1
    4.0	4.4	162.2	-0.8	5.2	111.9	2.1	-9.6	-10.3	-10.5	-1.1
> CCN(C(=O)c1cccnc1)c1ccccc1
    -6.6	8.7	x	2.6	0.5	68.1	4.6	8.9	-7.7	6.0	-1.6
> CSc1cccc(NC(=O)CSc2ccc(Cl)cc2)c1
    1.8	9.9	-23.7	1.3	1.0	103.5	5.1	12.7	-12.1	39.3	-2.0
> COc1ccc(-c2cc(C(=O)Nc3ccc(Cl)cc3Cl)c3ccccc3n2)cc1OC
    13.0	-1.8	2.8	-1.2	-0.3	121.0	1.0	3.1	-7.0	3.3	0.3
